Keap1-Nrf2 PPI: Keap1-Nrf2 protein-protein interaction inhibitors, primary screen, biochemical, fluorescence polarization, single point; Kelch-like ECH-associated protein 1 (Homo sapiens), Q14145; Keap1 Kelch-Nrf2 peptide fluorescence polarization, 1536-well; inhibition, % at 9.4 µM; 340,000 tested, 0.15% active; in the data active means inhibition above about 12%; inconclusive means no clear call, values can overlap the other calls; inactive means below about 7.3%;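 further: human Keap1 Kelch domain with fluorescein labeled Nrf2 9mer peptide probe; 0% = neutral control wells and 100% = peptide positive control; higher means more block of Keap1 binding to Nrf2 peptide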
SR-BI uptake up: activators of SR-BI mediated DiI-HDL uptake, primary screen, ldlA[mSR-BI] CHO cells, DiI fluorescence. 320,000 tested, 0.096% active. 3 h; 100 = double the neutral-control signal. activation, % at 12.5 µM. AID 504775, 2011;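 active means mean replicate activation of at least 60% and every replicate at or above 60%; inconclusive means mean or all-replicate condition met, but not both; inactive means mean below 60% and not all replicates reaching 60%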;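 further: 0% = median plate neutral-control signal and 100% = twice that signal; values of inactives mirror those of a sister screen read the other way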
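System: LDL receptor-deficient CHO ldlA cells overexpressing murine SR-BI | Timing: 3 h uptake period with compound, 37 °C | Medium: HEPES-buffered (25 mM, pH 7.4) F12 plus 0.5% BSA | Dosing: Single-point compound dose | Signal: Bottom-read fluorescence, 550/595 nm | Read-out: Retained DiI signal reflecting DiI-HDL uptake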
PKA-R2B activ: activators of PKA-R2B holoenzyme, primary screen, biochemical, fluorescence polarization, Cy5-IP20, human; activation, % at 11.4 µM; PKA-R2B holoenzyme dissociation; R2B truncated from residue 108, S112A mutant; 0% DMSO only, 100% 113 µM cGMP; AID 504700, 2011; 340,000 tested, 0.079% active;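 active means activation above a cutoff set at the mean over all compounds plus 3 SD, cut at about 18% in these data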;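 further: higher means more holoenzyme dissociation and a rise in polarization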
Target sequence (P31323 whole entry, looked up, other chains not shown, the tested form may be a part): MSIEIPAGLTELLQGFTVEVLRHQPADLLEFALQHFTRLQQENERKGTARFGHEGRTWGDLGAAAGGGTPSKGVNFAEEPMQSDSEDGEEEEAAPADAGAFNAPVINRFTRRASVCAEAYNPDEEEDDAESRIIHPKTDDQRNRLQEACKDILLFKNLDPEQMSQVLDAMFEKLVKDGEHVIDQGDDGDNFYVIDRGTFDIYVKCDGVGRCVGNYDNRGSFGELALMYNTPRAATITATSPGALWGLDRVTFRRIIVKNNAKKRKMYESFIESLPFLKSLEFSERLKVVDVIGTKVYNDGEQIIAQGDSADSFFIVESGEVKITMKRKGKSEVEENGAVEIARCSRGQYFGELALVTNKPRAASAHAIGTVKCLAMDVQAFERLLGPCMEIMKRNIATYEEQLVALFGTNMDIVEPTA
C-LANA FP: inhibitors of KSHV C-LANA binding to DNA, primary screen, biochemical, fluorescence polarization, FAM-LBS DNA, MBP-C-LANA, single point; inhibition, % at 9 µM; AID 504423, 2011; 340,000 tested, 0.078% active; Kaposi's sarcoma herpesvirus LANA C-terminal domain (residues 932-1162) DNA binding;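 active means highest replicate inhibition at or above 60% at 9 µM, even if other replicates fall short; inactive means all replicates below 60% inhibition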;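 further: 0% = neutral control wells and 100% = 4 µM acridine orange control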
PvdQ acylase: P. aeruginosa PvdQ acylase inhibitors, primary screen, biochemical, fluorescence, plate reader and imaging, single point | PvdQ acylase [Pseudomonas aeruginosa LESB58] | purified PvdQ acylase | inhibition, % at 10 µM | 340,000 tested, 0.063% active | AID 488965, 2010; in the data active means inhibition above about 30%, passing the limit was not always enough; inconclusive means no clear call, values can overlap the other calls;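 further: 0% = vehicle neutral wells and 100% = reference inhibitor wells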
Cardiac RTF inh: cardiac RTF calcium sensitivity inhibitors, primary screen, biochemical, IANBD-TnC fluorescence, EC70 calcium | Troponin I, cardiac muscle (Homo sapiens) + Troponin T, cardiac muscle (Homo sapiens) + … | IANBD-labeled cardiac RTF, Ca2+ fluorescence | inhibition, % at 7.15 µM | 340,000 tested, 0.12% active;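 active means inhibition above the mean inhibition of all tested compounds plus 3 SD, cut at about 17% in these data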;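 further: assay run at fixed EC70 calcium of 1.6 mM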
DAGLB inh: DAGLB lipase inhibitors, primary screen, biochemical, fluorescence, HTS. HEK293T DAGLB membrane lysate, EnzChek fluorogenic substrate. inhibition, % at 5.17 µM. 340,000 tested, 0.059% active. AID 504411, 2011; in the data active means inhibition above about 34%;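 further: 0% = enzyme with vehicle and 100% = wells lacking enzyme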
NSD2 HMT inh: NSD2 histone methyltransferase inhibitors, primary screen, biochemical, AlphaScreen, single concentration, set 2. NSD2 peptide methylation, 120 min. inhibition, % at 12.5 µM. 310,000 tested, 0.54% active. AID 743445, 2014; in the data active means inhibition above about 50%
Arr AP2 block: inhibitors of beta-arrestin/AP2 binding, primary screen, biochemical, GPCR trafficking, flow cytometry; AID 504490, 2011; 340,000 tested, 0.31% active; inhibition, % at 10 µM; FITC-arrestin peptide / GST-AP2 beads; AP2 beta2 appendage carries R879A mutation;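 active means inhibition above a set limit, near 3 SD of compounds lacking own fluorescence, cut at about 54% in these data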;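 further: plate controls were DMSO wells for no effect and 5 µM unlabelled arrestin peptide for full effect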
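system = GST-tagged AP2 beta2-adaptin appendage (R879A) on 4 µm glutathione beads | reagent = FITC-labelled arrestin peptide probe, 50 nM final | schedule = compound with beads 12 min RT, then probe 1 h RT | signal = HyperCyt-sampled flow cytometry, FL1 channel, ex 488/em 535 nm | read-out = percent response from loss of bead-bound FITC fluorescence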
SR-BI DiI inh: inhibitors of SR-BI mediated HDL lipid uptake, primary screen, ldlA[mSR-BI] cells, fluorescence, single point | inhibition, % at 12.5 µM | AID 488896, 2010 | 320,000 tested, 0.96% active | Scavenger receptor class B member 1 (Mus musculus), Q61009 | ldlA[mSR-BI] CHO cells, DiI-HDL uptake fluorescence, 3 h;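 active means mean replicate inhibition of at least 70% and a set share of replicates each scoring 70 or more; inconclusive means meets just one of the two criteria; inactive means fails both criteria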;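 further: 0% = median of neutral control wells and 100% = median of positive control wells; values of inactives mirror those of a sister screen read the other way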
Target sequence (Q61009 whole entry, looked up): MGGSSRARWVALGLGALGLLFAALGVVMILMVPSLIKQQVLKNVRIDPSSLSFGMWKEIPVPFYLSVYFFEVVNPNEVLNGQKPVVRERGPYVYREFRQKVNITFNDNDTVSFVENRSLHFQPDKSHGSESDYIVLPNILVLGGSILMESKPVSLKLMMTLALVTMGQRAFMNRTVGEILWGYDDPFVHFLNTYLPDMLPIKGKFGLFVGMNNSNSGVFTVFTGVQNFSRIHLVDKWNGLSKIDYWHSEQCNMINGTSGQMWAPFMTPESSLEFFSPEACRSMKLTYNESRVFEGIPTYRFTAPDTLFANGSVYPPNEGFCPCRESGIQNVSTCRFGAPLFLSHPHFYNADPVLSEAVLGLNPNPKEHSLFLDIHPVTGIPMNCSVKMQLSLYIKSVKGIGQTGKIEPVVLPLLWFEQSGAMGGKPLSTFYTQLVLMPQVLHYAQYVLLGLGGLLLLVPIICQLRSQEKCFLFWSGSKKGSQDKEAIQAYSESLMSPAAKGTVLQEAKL
Active calls of the source: *; ? = inconclusive; / = no result given.

SMILES	Keap1-Nrf2 PPI	SR-BI uptake up	PKA-R2B activ	C-LANA FP	PvdQ acylase	Cardiac RTF inh	DAGLB inh	NSD2 HMT inh	Arr AP2 block	SR-BI DiI inh
O=C(NCCCN1CCOCC1)c1ccc2c(c1)N(Cc1c(F)cccc1Cl)C(=O)CS2	-3	/	10	0.2	-7	0	1	-1	12	/
C/C(=N\NC(=O)CNc1cccc(C(F)(F)F)c1)c1cccs1	3	17	5	-1.3	-6	3	-1	-1	11	-17
O=C(O)c1ccc(OS(=O)(=O)c2ccc(Cl)s2)c(Cl)c1	-4	6	-2	-0.2	-15	-12	3	-1	-1	-6
COc1ccccc1NS(=O)(=O)c1cc([N+](=O)[O-])ccc1N/N=C/c1c[nH]c2ccccc12	-5	-83	3	0.0	-8	-33	18	2	-13	83*
COc1ccc(-c2noc(-c3ccc(Br)o3)n2)cc1	2	2	14	-12	1	1	-19	1	28	-2
CCNc1nc(SC)nc(N(C#N)CC(=O)OC)n1	-6	7	1	1.0	5	0	-2	-1	36	-7
COc1ccc(Nc2ncnc3c2c(C)c(C)n3CCO)cc1	1	-4	0	1.1	-18	-1	1	2	-17	4
CN(C(=O)COC(=O)COc1ccccc1Cc1ccccc1)c1ccccc1	2	-4	-7	0.1	6	9	1	-1	38	4
CC(=O)NC(Cc1ccc(C)cc1)C(=O)NC1CCN(c2ncccc2[N+](=O)[O-])CC1 (centres undefined)	-6	-4	-5	0.6	-8	-7	0	-1	18	4
CCOc1cc(C=C2C(=O)c3ccccc3C2=O)ccc1OCC(=O)Nc1ccc(C)cc1	-1	-2	-1	-0.5	1	0	-4	-1	33	2
Nc1cccc(CCc2nc3cc4ccccc4cc3[nH]2)c1	-3	-15	8	1.4	-9	5	2	3	3	15
COc1ccccc1CCNC(=O)C(=O)NCC1OCCN1S(=O)(=O)c1ccc(Br)cc1 (centres undefined)	-5	14	-2	2.4	-16	3	0	-2	13	-14
COC(=O)Cc1c(C)c2ccc(OCc3nn[nH]n3)cc2oc1=O	0	50	1	-0.4	-13	-8	-1	1	5	-50
Cc1ccc(CSCCNC(=O)CN(c2ccccc2)S(C)(=O)=O)cc1	3	5	-3	-0.6	-3	-3	-5	5	0	-5
CC(C)c1nc2cc(Cl)ccc2n(Cc2ccccc2)c1=O	1	/	-3	-0.7	-12	-7	-10	-14	-2	/
CCN1C(=O)/C(=C\c2nc3ccccc3c(=O)n2CC)c2ccccc21	-7	-22	-8	-0.6	4	-4	7	10	-1	22
CCOC(=S)SCC(=O)Nc1nccs1	-6	10	-9	-0.1	?	3	-1	-3	-17	-10
Cc1cc(C)cc(NC(=O)C2CCCN(S(=O)(=O)c3c(C)noc3C)C2)c1 (centres undefined)	-1	-15	2	1.6	-4	-6	-1	10	-4	15
CCCN1C(=O)c2cc(C(=O)NCc3ccc(OC)cc3)ccc2C1O (centres undefined)	0	-2	-3	0.0	-4	2	2	/	-8	2
CSCC(=O)N1CCc2ccc(NC(=O)c3ccccc3Cl)cc2C1	-1	-5	-1	-0.3	-8	-4	2	0	5	5
N#C/C(=C/c1ccc(Sc2nc3ccccc3[nH]2)o1)c1ccccc1F	-4	-7	2	2.3	9	2	-5	-1	23	7
COc1ccc(C(=O)CSc2n[nH]c(=O)n2Cc2ccco2)cc1	-2	-3	-4	-0.9	20	-8	-1	2	-7	3
COc1cccc(CCC(=O)N2CCC(n3nccc3NC(=O)C3CCOC3)CC2)c1 (centres undefined)	-5	-15	-10	-0.4	4	0	2	-1	2	15
O=[N+]([O-])c1ccc(Nc2nc(Cl)nc(NCCO)n2)cc1	-1	-3	-5	-3.2	15	2	1	-2	15	3
O=S1(=O)CCO[C@H]2Cc3ccccc3[C@H]2N1Cc1cccc(C(F)(F)F)c1	-3	-2	-5	0.4	0	7	-5	/	30	2
COc1ccc(NC(=O)c2cccc(N3C(=O)C4C5C=CC(C5)C4C3=O)c2)c(OC)c1 (centres undefined)	-1	-16	-1	-0.4	-8	-11	1	4	6	16
O=S(=O)(Nc1cccc(-c2nc3cccnc3s2)c1)c1ccc2c(c1)OCCO2	0	13	4	-2.2	-3	-8	0	/	14	-13
CCn1c(SC(C)C(=O)NC2CCCc3ccccc32)nnc1-c1cccs1 (centres undefined)	4	0	-13	-0.7	8	7	3	0	24	0
COc1cc(Cl)c(C)cc1NC(=O)COC(=O)C1=NN(c2ccccc2)C(=O)CC1	1	-25	2	-0.7	4	1	-7	-2	39	25
COc1ccc(CNn2c(-c3cccs3)nc3ccccc3c2=O)cc1OC	1	-35	2	0.7	-5	-10	-6	-4	-17	35
Cc1ccc(-n2c(Cn3cnc4ccccc43)nnc2SCC(=O)O)cc1	6	15	-6	1.8	-2	-4	0	2	-2	-15
COc1ccc(Cl)cc1NC(=O)CN(C)C(=O)CCC(=O)c1cc(C)sc1C	-3	-22	-12	1.0	1	-12	-2	-4	4	22
O=C(NCCN1CCOCC1)c1ccc(CS(=O)c2ccccc2Cl)o1 (centres undefined)	-1	21	-9	-0.2	5	-3	0	-1	-1	-21
Cc1cc(C)nc(NS(=O)(=O)c2ccc(NC(=O)c3cc(-c4ccccc4)nc4ccccc34)cc2)n1	-5	15	-7	0.9	-3	-3	3	3	-6	-15
C=CCn1c(=O)c2ccccc2n2c(SCc3c(C(=O)OCC)oc4ccccc34)nnc12	1	-4	5	-0.4	1	4	-4	2	19	4
C/C(=N\Nc1ccc2nncn2n1)c1ccco1	-5	-2	-1	-0.2	-9	-5	3	-4	-2	2

A stretch taken from the entries so far, for reference:
SMILES	Keap1-Nrf2 PPI	SR-BI uptake up	PKA-R2B activ	C-LANA FP	PvdQ acylase	Cardiac RTF inh	DAGLB inh	NSD2 HMT inh	Arr AP2 block	SR-BI DiI inh
COc1ccc(CNn2c(-c3cccs3)nc3ccccc3c2=O)cc1OC	1	-35	2	0.7	-5	-10	-6	-4	-17	35
Cc1ccc(-n2c(Cn3cnc4ccccc43)nnc2SCC(=O)O)cc1	6	15	-6	1.8	-2	-4	0	2	-2	-15

(more compounds)
SMILES	Keap1-Nrf2 PPI	SR-BI uptake up	PKA-R2B activ	C-LANA FP	PvdQ acylase	Cardiac RTF inh	DAGLB inh	NSD2 HMT inh	Arr AP2 block	SR-BI DiI inh
CCOC(=O)c1[nH]c(C)c(C(=O)OCCOc2cccc(C)c2)c1C	-2	-31	-8	-0.1	14	-3	-7	-2	25	31
NC(=O)c1cc(C(=O)c2ccc(Cl)cc2)c[nH]1	-4	-4	-1	0.0	-1	-9	0	4	8	4
O=S(=O)(CC(O)(c1ccccc1)c1ccccc1)CC(O)(c1ccccc1)c1ccccc1	0	11	-6	-0.4	-8	-1	-1	2	-5	-11
CC1CN(C(=O)c2ccc(COCC(F)(F)F)o2)CC(C)O1 (centres undefined)	3	19	-3	0.6	-10	-8	2	-1	-10	-19
CC(=O)Nc1ccc(S(=O)(=O)N(CCc2ccccc2)CC(=O)N/N=C/c2ccc(C(=O)O)cc2)cc1	-6	19	-3	-1.3	-3	-3	6	0	-21	-19
O=C(CSc1ccc(-c2ccccn2)nn1)N1CCCCC1	-3	8	-10	-1.4	-6	-16	3	0	44	-8
CCCN(C(=O)C(NC(=O)c1ccccc1)C(C)C)c1c(N)n(Cc2ccccc2)c(=O)[nH]c1=O (centres undefined)	-4	2	4	-1.1	-11	-3	1	4	8	-2
COC(=O)Nc1sc2c(c1C(=O)NCc1ccco1)CCC2	-3	-30	-9	0.3	-10	2	-8	25	7	30
O=C(COC(=O)CSc1ccc([N+](=O)[O-])cc1)NCCc1ccccc1	6	1	0	0.0	-9	-7	-4	-1	-4	-1
Cc1ccc(-c2nnn(CC(=O)Nc3ccccc3-c3ccccc3)n2)c(-n2cnnn2)c1	-2	-45	-7	-0.3	-19	-18	-3	3	-2	45
Clc1ccc(Nc2nc3ccccc3n3nnnc23)cc1	-7	-30	3	0.8	-11	-5	-3	-3	-5	30
O=C(c1cc(-c2ccccc2)nc2ccccc12)N1CCCc2ccccc21	-6	-1	-6	-0.6	-6	-3	-8	-4	2	1
COc1cc2[nH]c(=O)c(C(=O)NCc3ccccc3Cl)c(O)c2cc1OC	0	-4	-7	-0.2	-14	-2	0	-3	-13	4
Cc1ccc(NC(=O)Nc2ccc3c(c2)OCO3)c(Br)c1	2	6	-6	0.5	-13	-1	0	/	-5	-6
C=CCN(c1ccccc1Cl)S(=O)(=O)c1cccc(C(=O)NCCc2ccc(OC)cc2)c1	-2	-59	-5	-0.1	-1	-10	-6	-1	31	59
O=C1CCCN1CN1CCCCC1	1	35	1	0.0	6	-1	-1	-1	13	-35
Clc1ccccc1-c1nnc2sc(-c3ccncc3)nn12	-4	16	0	-0.6	1	-2	-1	/	17	-16
O=C(N1CCCCCC1)n1c(Cc2ccccc2)nc2ccccc21	-1	-9	-6	-0.4	-3	3	-4	3	9	9
O=C(/C=C/c1ccc(F)cc1)c1cc(Br)ccc1O	0	-5	-7	-1.1	-1	7	-7	1	-26	5
COc1cccc(NC(=O)CN(C)C(=O)c2ccccc2OCC(=O)Nc2cccc(C(F)(F)F)c2)c1	2	-35	-10	0.2	1	3	-2	1	-12	35
CCOC1(OCC)C(c2ccc(N)cc2)C(C#N)(C#N)C1(OCC)OCC (centres undefined)	3	0	-9	0.2	-13	-3	2	0	-7	0
CCCN(CCC)S(=O)(=O)c1ccc(C(=O)NCc2ccc3c(c2)OCO3)cc1	0	-32	-3	0.6	3	2	-5	/	23	32
Clc1ccc(OCCn2cnc3ccccc32)c(Cl)c1	3	-15	-2	0.1	2	-3	1	-1	14	15
CC(=O)NC(c1ccc([N+](=O)[O-])cc1)c1c(O)ccc2ccccc12 (centres undefined)	-4	-18	-17	-0.3	-12	-37	1	0	0	18
